Screening results (PubChem)
SENP8 inh: blocks the human protease SENP8; 330,000 tested, 1.2% active; purified SENP8, Z-RLRGG-aminoluciferin cleavage, luminescence; inhibition, % at 10 µM
SENP7 block: blocks the human protease SENP7; 330,000 tested, 1.5% active; Q9BQF6; recombinant SENP7, Z-RLRGG-aminoluciferin luminescence, 40 min; inhibition, % at 5 µM;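 active = inhibition above about 50% at the single test dose, limit read from the data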;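 also: plate controls were DMSO with enzyme for no effect and no enzyme buffer wells for full effect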
697 NFkB inh: lowers PMA/ionomycin-induced NF-kB signal in 697 B cells | 697 B-cell NF-kB luciferase reporter, 16 h | inhibition, % at 4 µM | 330,000 tested, 0.33% active | AID 435022; in the data active = inhibition above about 35%
Apaf-1 inh: human Apaf-1 inhibition; reconstituted apoptosome caspase-3 activity, DEVD-Rh110 fluorescence; inhibition, % at 20 µM; 330,000 tested, 0.71% active; AID 489030; active = inhibition of at least 40% at 20 µM;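 also: plate controls were DMSO wells for no effect and DEVD-CHO caspase inhibitor wells for full effect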
Target sequence (O14727 whole entry, looked up): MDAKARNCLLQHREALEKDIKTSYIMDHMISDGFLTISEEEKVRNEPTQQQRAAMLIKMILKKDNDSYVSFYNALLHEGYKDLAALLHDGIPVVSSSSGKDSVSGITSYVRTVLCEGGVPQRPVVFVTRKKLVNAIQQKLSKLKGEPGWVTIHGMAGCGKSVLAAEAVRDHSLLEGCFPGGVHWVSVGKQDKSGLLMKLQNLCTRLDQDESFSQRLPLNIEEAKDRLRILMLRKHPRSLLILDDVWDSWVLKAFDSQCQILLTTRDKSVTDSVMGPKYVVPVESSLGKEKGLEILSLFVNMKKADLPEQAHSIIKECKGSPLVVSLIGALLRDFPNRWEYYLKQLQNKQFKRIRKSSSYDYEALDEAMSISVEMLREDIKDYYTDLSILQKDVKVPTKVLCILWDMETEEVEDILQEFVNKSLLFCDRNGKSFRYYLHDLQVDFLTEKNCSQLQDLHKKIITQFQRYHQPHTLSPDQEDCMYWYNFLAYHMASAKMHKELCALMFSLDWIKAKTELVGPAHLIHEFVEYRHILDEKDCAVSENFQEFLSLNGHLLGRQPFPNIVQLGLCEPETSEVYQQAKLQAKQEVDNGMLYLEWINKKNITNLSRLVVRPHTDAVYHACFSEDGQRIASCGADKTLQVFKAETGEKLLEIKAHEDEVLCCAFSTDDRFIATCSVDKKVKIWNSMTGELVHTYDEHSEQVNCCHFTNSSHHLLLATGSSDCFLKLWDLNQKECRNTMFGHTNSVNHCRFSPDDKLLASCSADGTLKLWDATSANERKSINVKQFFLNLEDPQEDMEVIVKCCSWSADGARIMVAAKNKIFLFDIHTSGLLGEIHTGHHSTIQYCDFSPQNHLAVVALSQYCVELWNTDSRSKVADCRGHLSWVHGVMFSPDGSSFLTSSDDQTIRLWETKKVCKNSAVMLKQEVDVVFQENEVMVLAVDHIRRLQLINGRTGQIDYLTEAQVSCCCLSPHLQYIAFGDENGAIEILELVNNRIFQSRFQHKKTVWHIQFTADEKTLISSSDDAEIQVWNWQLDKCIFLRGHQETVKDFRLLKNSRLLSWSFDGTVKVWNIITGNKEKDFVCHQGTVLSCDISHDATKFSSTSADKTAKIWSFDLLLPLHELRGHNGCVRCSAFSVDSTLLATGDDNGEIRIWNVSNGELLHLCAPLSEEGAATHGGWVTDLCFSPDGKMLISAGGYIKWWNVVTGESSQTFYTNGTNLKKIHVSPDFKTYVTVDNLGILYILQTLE
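System: Apoptosome proteins | Medium: Hepes pH 7.5 with detergent and BSA | Also added: Cytochrome c trigger plus (Z-DEVD)2-Rh110 caspase-3 substrate | Incubation: 30 min compound preincubation, 50 min activation, room temperature | Detection: Rhodamine 110 fluorescence at Ex 480/Em 540 nm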
Jurkat NFkB inh: inhibitors of the PMA/ionomycin-induced NF-kB reporter in Jurkat cells; PMA/ionomycin-induced NF-kB luciferase reporter, luminescence; inhibition, % at 4 µM; 330,000 tested, 0.53% active; AID 435003
Gli-Sufu antag: Gli-Sufu pathway antagonism. Sufu-KO-LIGHT fibroblasts, Gli luciferase reporter luminescence. inhibition, % at 5 µM. 340,000 tested, 0.74% active. AID 588413;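 active = inhibition above about 55%, limit read from the data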;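 also: 0% = DMSO-treated cells and 100% = wells with medium but no cells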
HKDC1 inh: HKDC1 (human) hexokinase inhibition; inhibition, % at 20 µM; 340,000 tested, 0.16% active; recombinant HKDC1, G6PDH/diaphorase resazurin coupled fluorescence;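 active = inhibition above about 35% when tested at 20 µM, limit read from the data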;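 also: plate controls were DMSO wells with enzyme for no effect and DMSO wells lacking enzyme for full effect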
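Test system: Recombinant HKDC1 (HK5) hexokinase enzyme, produced in-house | Input: HKDC1 at 5 µg/mL | Buffer or medium: Tris pH 8.0 buffer with MgCl2, Tween-20, BSA, BME | Schedule: 90 min reaction incubation at room temperature, dark | Technique: Resazurin-to-resorufin fluorescence via G6PDH and diaphorase coupling, 525/613 nm | Controls: DMSO wells with and without enzyme mix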
UBC13 inh: blocks human UBC13 polyubiquitin chain formation; TR-FRET; inhibition, % at 20 µM; 330,000 tested, 0.47% active; AID 485273; in the data active = inhibition above about 45%, passing the limit was not always enough
Numbers without * were called inactive; . = not tested or not shown. Rule as the data show it, unless noted: active = inhibition above about 50%; inactive = the rest. Rows were taken by chance; any-hit rate near 3.6%.

compound,SENP8 inh,Gli-Sufu antag,HKDC1 inh,SENP7 block,697 NFkB inh,Jurkat NFkB inh,UBC13 inh,Apaf-1 inh
CCOc1ccccc1NC(=O)C1CCN(S(C)(=O)=O)CC1,-6,21,-4,-7,-14,-17,1,2
CCOC(=O)c1nnn(-c2ccccc2C#N)c1C,5,-29,-4,-3,14,8,5,-1
S=C(NC1CC1)SCc1ccco1,-10,0,-2,-6,20,-7,-6,1
Cc1ccc(NS(=O)(=O)c2sc3ccc(Cl)cc3c2C)cc1,-11,11,5,10,-14,10,-3,9
O=C(OCCCN=C1NS(=O)(=O)c2ccccc21)C1CC(=O)N(c2ccc(Cl)cc2)C1 (stereo not given),1,-6,2,1,4,11,-2,2
CCOC(=O)c1nnc(-c2ccccc2)nc1N1CC(C)OC(C)C1 (stereo not given),0,.,0,5,12,4,7,0
Cc1ccc(C(C(=O)NCc2ccc(F)cc2)N(CCCO)C(=O)C2COc3ccccc3O2)o1 (stereo not given),-7,-1,3,-2,-1,-9,12,-13
O=C(Nc1cccc(F)c1)c1cccc2c1C(=O)N(C1CCCCC1)C2,-13,2,1,13,-13,-6,2,12
CC1(C)CC(=O)C2=C(C1)Nc1ccccc1NC2c1ccc([N+](=O)[O-])cc1 (stereo not given),-11,5,-4,-5,-27,-2,-19,1
CCOc1ccc(C(=O)Nc2nnn(CC)n2)cc1,-15,-53,2,-2,-66,-35,6,-1
Nc1nc(-c2ccccc2)c(N=Nc2cccnc2)s1,-9,-7,1,-7,3,-1,-315,16
CN(C)CC(C)(C)CNc1ccc(S(=O)(=O)N2CCCC2)cn1,-13,3,-6,-7,-13,-18,-16,1
O=C1C2C3C=CC(C3=C3CCCCC3)C2C(=O)N1Cc1ccccc1 (stereo not given),-4,9,19,-12,-48,-15,4,18
O=C(COc1ccc([N+](=O)[O-])cc1)Nc1ccncc1,-5,6,-9,-10,-6,4,-10,1
CCC(NC(=O)CSc1nnnn1C1CC1)c1ccc(Br)cc1 (stereo not given),2,-6,-5,10,2,3,-1,2
CCCc1cc(=O)oc2cc(OCc3cccc(OC)c3)c(Cl)cc12,-10,-5,12,-5,-2,-5,-13,3
CCCCN(Cc1ccccc1)c1ncnc2nc[nH]c12,1,-63,4,-4,-73,-20,47*,12
Cc1ccc(C(=O)Nc2nnc(S(=O)(=O)N3CCCCCC3)s2)cc1,-14,-5,-1,-19,-6,-18,-3,19
O=C(c1cc(C2CC2)nn1-c1ccccc1)N1CCN(Cc2ccccc2F)CC1,5,-1,-3,-1,-13,0,-4,19
Cc1ccc(S(=O)(=O)Cc2ccc(C(=O)NC3CCCC3)o2)cc1,0,6,2,-4,13,12,8,-5
Cc1ccc(C2/C(=C(/O)c3ccc(Cl)cc3)C(=O)C(=O)N2CC2CCCO2)o1 (stereo not given),1,-16,-1,-1,19,19,-16,2
CCN(CC)S(=O)(=O)c1ccc(Cc2ncc(C(F)(F)F)cc2Cl)s1,-1,3,-4,-3,-19,-5,0,31
CCCCn1nnc(NC(=O)Cc2ccc(Cl)cc2)n1,-2,-13,0,4,6,14,0,-95
Cc1ccc(NC(=O)NCc2ccccn2)cc1Cl,-9,-5,-4,-11,5,-7,-4,5
CCOC(=O)CN1C(=O)CSc2ccc(S(=O)(=O)N3CCOCC3)cc21,-11,-8,-4,10,-13,10,-2,-2
Cn1c(=O)n(CCCO)c(=O)c2c1nc1n2CCCN1Cc1ccccc1,-11,-19,-7,11,-16,-6,0,-5
Cc1ccc(/C=C/C(=O)OCC(=O)NC(=O)NCc2ccco2)cc1,-3,-4,-3,1,7,0,0,0
COc1ccc(Cl)cc1N(CC(=O)NCCSCc1ccccc1)S(C)(=O)=O,-2,-21,-2,10,-1,-5,4,12
CC1CCCC(NC(=O)C2CCN(S(=O)(=O)c3cnc[nH]3)CC2)C1C (stereo not given),-4,9,-2,1,11,1,10,-9
CCCCNC(=O)CC1Nc2ccccc2NC1=O (stereo not given),2,-3,-6,-2,-5,-6,4,3

Given with values under each structure: part of the list above.
Results follow in this order: SENP8 inh	Gli-Sufu antag	HKDC1 inh	SENP7 block	697 NFkB inh	Jurkat NFkB inh	UBC13 inh	Apaf-1 inh
> Cc1ccc(C(=O)Nc2nnc(S(=O)(=O)N3CCCCCC3)s2)cc1
→ -14	-5	-1	-19	-6	-18	-3	19
> O=C(c1cc(C2CC2)nn1-c1ccccc1)N1CCN(Cc2ccccc2F)CC1
→ 5	-1	-3	-1	-13	0	-4	19
> Cc1ccc(S(=O)(=O)Cc2ccc(C(=O)NC3CCCC3)o2)cc1
→ 0	6	2	-4	13	12	8	-5
> Cc1ccc(C2/C(=C(/O)c3ccc(Cl)cc3)C(=O)C(=O)N2CC2CCCO2)o1 (stereo not given)
→ 1	-16	-1	-1	19	19	-16	2

(listing goes on)
compound,SENP8 inh,Gli-Sufu antag,HKDC1 inh,SENP7 block,697 NFkB inh,Jurkat NFkB inh,UBC13 inh,Apaf-1 inh
O=C(OCCN1CCOCC1)C1(c2ccccc2)CCCCC1,-1,3,-4,-15,-31,-12,-4,17
O=C1c2cccc(Sc3ccccc3)c2C(=O)c2c(Sc3ccccc3)cccc21,12,1,17,-1,-12,-2,-71,26
CC(C(=O)OCC(=O)Nc1cccc(S(=O)(=O)N2CCOCC2)c1)N1C(=O)c2ccccc2C1=O (stereo not given),2,5,-1,3,8,-2,1,2
COc1ccc(N(CC(=O)Nc2cccc(C(=O)O)c2)S(=O)(=O)c2c(C)noc2C)cc1,4,4,12,11,2,-5,-2,7
O=C(NC(=S)Nc1ccccc1N1CCCCC1)c1ccc(F)cc1,4,2,1,2,0,11,2,-2
Cc1ccccc1NC1=C(Cl)C(=O)OC1OC(=O)c1ccccc1C (stereo not given),-1,-3,-1,4,1,9,11,17
Cc1ccc(C(=O)/C=C/Nc2ccccn2)cc1,93*,-19,-1,97*,-169,9,4,8
Cc1nc2ccccc2c(=O)n1NC(=O)c1c(F)cccc1F,3,6,-5,6,5,4,2,6
CCOc1ccc2nc(N3CCCC(C(=O)N4CCN(CC)CC4)C3)sc2c1 (stereo not given),-9,-27,-3,-8,-61,-25,-5,15
CCC(=O)Nc1ccc2c(c1)nc(CCN1CCCCC1)n2C,-1,2,-2,-2,10,4,2,0

Whole records from above:
O=C(c1cc(C2CC2)nn1-c1ccccc1)N1CCN(Cc2ccccc2F)CC1 is listed with SENP8 inh = 5; Gli-Sufu antag = -1; HKDC1 inh = -3; SENP7 block = -1; 697 NFkB inh = -13; Jurkat NFkB inh = 0; UBC13 inh = -4; Apaf-1 inh = 19
CCOc1ccc(C(=O)Nc2nnn(CC)n2)cc1 is listed with SENP8 inh = -15; Gli-Sufu antag = -53; HKDC1 inh = 2; SENP7 block = -2; 697 NFkB inh = -66; Jurkat NFkB inh = -35; UBC13 inh = 6; Apaf-1 inh = -1

(next part)
compound,SENP8 inh,Gli-Sufu antag,HKDC1 inh,SENP7 block,697 NFkB inh,Jurkat NFkB inh,UBC13 inh,Apaf-1 inh
COc1ccccc1C/C(N)=N/OC(=O)c1ccco1,-2,-12,-6,7,-13,-7,0,-3
O=C(c1ccc2c(c1)OCO2)N1CCN(C(=O)c2ccco2)CC1,-10,-1,-6,-5,21,-3,-11,-2
COc1ccc(NC(=O)c2ccc(-c3csc(C)n3)cc2)cc1,-11,-48,-1,-18,-96,-76,-10,-3
CCC1Oc2ccc(C)cc2N(CC(=O)N2CCCC2)C1=O (stereo not given),-4,-20,-7,3,6,-3,5,-14
COC(=O)c1sccc1NC(=O)CSc1cccc(Cl)c1Cl,-10,12,2,-6,-2,10,1,6
CC(OC(=O)c1ccccc1O)C(=O)Nc1cccc(Cl)c1 (stereo not given),11,0,0,4,11,10,33,-5
O=C(/C=C/c1ccnc2ccccc12)c1cccs1,-2,-88,22,-8,-102,-74,7,0
COc1ccc(C2CC(c3cccc(F)c3)=NN2c2ccc(S(N)(=O)=O)cc2)cc1 (stereo not given),.,10,7,0,15,.,.,23
c1cnc(Oc2ccc(-c3nnco3)cc2)cn1,2,-9,-2,-5,13,-12,9,-1
CC(C)CCn1c(SCC(N)=O)nc2c1c(=O)n(C)c(=O)n2C,2,-1,2,8,8,1,2,5

Copied from the entries so far for reference:
compound,SENP8 inh,Gli-Sufu antag,HKDC1 inh,SENP7 block,697 NFkB inh,Jurkat NFkB inh,UBC13 inh,Apaf-1 inh
COc1ccccc1C/C(N)=N/OC(=O)c1ccco1,-2,-12,-6,7,-13,-7,0,-3
O=C(c1ccc2c(c1)OCO2)N1CCN(C(=O)c2ccco2)CC1,-10,-1,-6,-5,21,-3,-11,-2
COc1ccc(NC(=O)c2ccc(-c3csc(C)n3)cc2)cc1,-11,-48,-1,-18,-96,-76,-10,-3
CCC1Oc2ccc(C)cc2N(CC(=O)N2CCCC2)C1=O (stereo not given),-4,-20,-7,3,6,-3,5,-14
COC(=O)c1sccc1NC(=O)CSc1cccc(Cl)c1Cl,-10,12,2,-6,-2,10,1,6

Next section.
compound,SENP8 inh,Gli-Sufu antag,HKDC1 inh,SENP7 block,697 NFkB inh,Jurkat NFkB inh,UBC13 inh,Apaf-1 inh
O=C1CN(C(=O)COC(=O)C23CC4CC(CC(O)(C4)C2)C3)c2ccccc2N1,0,-2,-3,6,-28,-6,-4,4
O=C(CCSc1nnc(-c2ccco2)o1)Nc1ccc(F)cc1,-4,-1,-7,10,22,-1,-1,-6
O=C(O)c1cccnc1Sc1ccc(Cl)cc1,3,-9,-3,1,14,3,1,0
COc1cc2c(cc1OC)C(c1ccncc1)CC(=O)N2 (stereo not given),-3,-9,-5,-9,14,0,0,-1
CCOC(=O)Cn1nnnc1C,5,-7,-7,1,21,-2,1,-24
O=C(Nc1cc(C(=O)N2CCCC2)ccc1N1CCCC1)C1CC1,-2,4,-2,2,8,20,3,-1
Cc1ccnc(N2CCC(C(=O)Nc3ccc(Oc4ccccc4)cc3)CC2)n1,-7,-20,-3,-2,-33,3,-8,-3
Cc1ccc2c(COC(=O)c3c(C)noc3C)cc(=O)oc2c1,-19,-5,-4,-7,-23,-6,-3,-7
Cc1ccc(S(=O)(=O)N2CCOCC2)cc1NC(=O)c1cc(-c2ccccn2)nc2ccccc12,2,9,-3,11,5,3,-5,-11
O=C(Nc1nnc(C(F)(F)F)s1)c1ccc(N2C(=O)C3C4C=CC(C4)C3C2=O)cc1 (stereo not given),-3,0,-6,-8,-32,-13,4,5
COc1ccccc1C(=O)COC(=O)CNC(=O)c1ccc(Br)o1,17,-7,-7,-1,1,3,2,1
Cc1ccc2c(c1)-c1c(cnn1CC(=O)O)CO2,-10,-3,-3,0,-17,-15,-8,4
COc1cccc(N(CC(=O)NCCSCc2ccc(Cl)cc2)S(C)(=O)=O)c1,-6,-13,-2,-10,-15,-14,4,8
CC(C)[C@H](NS(=O)(=O)c1ccccc1)C(=O)Nc1nccs1,3,8,-9,-14,0,2,13,-5
O=C(N=C1SC2CS(=O)(=O)CC2N1c1ccccc1)c1ccccc1 (stereo not given),6,4,-2,15,12,-7,13,7
